p53ts 32C tox: qHTS Screen for Compounds that Selectively Target Cancer Cells with p53 Mutations: Cytotoxicity of p53ts Cells at the Permissive Temperature. H1299-p53A138V at 32C, ATP luminescence viability, 24 h. Potency, µM (doses to about 46.1 µM), without a hit: at the highest dose activity change, negative = cytotoxicity, usual class: cytotoxic. actives 0.93% (n = 130,000). AID 924, 2007;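 further: 0% = DMSO and -100% = full killing by reference compound; nearly all actives have a fitted effect of over 55% in size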
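ATP-content luminescence (ATPlite) read-out after 24 h compound exposure at 32C in H1299-p53A138V cells (600/well). Tested up to 46 uM. Normalized to DMSO (0%) and 100 uM tamoxifen (100% killing); Hill-fit AC50.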
p53ts 39C kill: qHTS Screen for Compounds that Selectively Target Cancer Cells with p53 Mutations: Cytotoxicity of p53ts Cells at the Nonpermissive Temperature. H1299-p53A138V viability at 39C, ATP luminescence, 24 h. Potency, µM (series often up to 46.1 µM), for inactives: top-dose activity change, negative = cell killing, usual class: cytotoxic. actives 1.5% (n = 130,000). AID 902, 2007; further: nearly all actives have a fitted effect of over 55% in size
Imprint erasure: qHTS Assay for Compounds that Induce Erasure of Genomic Imprints; mouse ES Peg3-LacZ reporter, beta-gal luminescence, 40 h; Potency, µM (titrated, usually from 60.7 µM), without a hit: top-dose activity change, positive = activation, actives largely listed as activators; actives 0.02% (n = 110,000);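 further: 0% = negative control wells on the plate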
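Readout: BetaGlo luminescence (5 min, room temp) for LacZ from the normally silent maternal Peg3 allele in female Peg3LacZ-Neo ES cells. Cells 300/well, 40 h, 37C, 5% CO2. Data normalized per plate to negative controls.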
IkB signaling: IkB Signaling; Potency, µM (series often up to 57.1 µM), without a hit: top-dose IkBa stabilization activation; actives 0.04% (n = 110,000); ABC-DLBCL IkBa-CBG/CBR dual luciferase ratio, 4 h; response scale: scaled: untreated 0%, proteasome inhibitor 100%; active means well fitted curve in the direction sought with a large enough effect in the signal ratio, not every such curve was filed as active; inconclusive means small, poorly fitted or top-dose-only effect, or a change in a side signal; the % refers to the signal ratio;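 further: the direction sought is a rising ratio; 0% = basal untreated cells and 100% = reference inhibitor full response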
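Curves were fitted separately to fusion (green), unfused (red) and ratio luminescence, then classed by r2, magnitude and activity. Cells: OCI-Ly3, 4 h compound plus doxycycline at 37C; 10 uM MG-132 defined full response.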
* marks the source's active call; other numbers are inactive results; u = inconclusive; x = not tested or not shown; [ ] = remark or other dose. Unless noted, the call rests on the fitted dose curve; in most records, active means well fitted curve in the direction sought with a large enough effect; inconclusive means small, poorly fitted or top-dose-only effect, or another doubt; inactive means no such curve, though single readings can be large; an effect the other way counts as inactive or inconclusive. Unless noted, on the % scale 0 is the no-effect control and ±100 the full control effect; potency means the concentration at half of the fitted maximal effect.

SMILES	p53ts 32C tox	p53ts 39C kill	Imprint erasure	IkB signaling
Cc1ccccc1CN1C(=O)c2ccccc2Sc2ccc(C(=O)NCc3ccccc3)cc21	9%	-23%	19%[10.9 µM]	u
CCOC(=O)Cn1cnc2c(nnn2Cc2ccc(Cl)cc2)c1=O	-8%	0%	0%	1.8%
COc1ccc(-n2ncc(C(=O)Nc3ccc4c(c3)OCCO4)c2C2CCN(C(=O)OC(C)(C)C)CC2)cc1	16%	10%	-7%[10.9 µM]	u
COc1cccc(/C=C/c2nc(C#N)c(N3CCCCC3)o2)c1	-11%	-12%	-8%[10.9 µM]	u
CC(C)CN(CCNC(=O)c1cc(=O)[nH]c2ccc(S(=O)(=O)N3CCCCCC3)cc12)CC(C)C	-7%	-27%	-18%[10.9 µM]	0.9%
CCC1(CC)NC(=O)NC1=O	-1%	-3%	-3%	-0.2%
COC(=O)[C@H](C)NC(=O)Nc1ccc(OC)cc1OC	-4%	-8%	-9%	3.9%
CN1CCN(C(=O)CC23CC4CC(CC(C4)C2)C3)CC1	0%	14%	-16%	-1.6%
Cc1cccc(Cn2cnc3c(nnn3Cc3ccc(F)cc3)c2=O)c1	-1%	-17%	2%	4.2%
CCOC(=O)c1[nH]c(C)c(C(=O)NC(C)CC)c1C (stereo unspecified)	18%	-10%	-6%	-3.8%
CC(Oc1ccc(-c2ccccc2)cc1)C(=O)N1CCOCC1 (stereo unspecified)	3%	10%	5%	2.0%
Brc1ccc(CSc2nnc(-c3cnccn3)n2Cc2ccco2)cc1	-18%	-1%	4%	u
Cc1cccc(-c2nn3c(=O)cc(CN4CCN(S(=O)(=O)c5ccc(Cl)cc5)CC4)nc3s2)c1	5%	-14%	-11%[10.9 µM]	0.4%
CCC(=O)Nc1sccc1C(=O)OC	9%	-3%	x	x
COC(=O)c1ccc(C23CC4(C2)[C@H](CN(C)[C@@H]4c2ccccc2)C3c2ccc(C(F)(F)F)cc2)cc1 (stereo partly specified)	4%	-3%	-11%	x
Cc1cc2c(cc1S(=O)(=O)N(CCN(C)C)Cc1ccccc1)OCC(=O)N2	-1%	18%	-10%[10.9 µM]	1.3%
Cc1ccc(OCC(=O)Nc2ccc(N(C)C)cc2)cc1	0%	-7%	-3%	-1.5%
COC(=O)c1[nH]c2cccc(C)c2c1NC(=O)CN1CCN(C(=O)c2ccco2)CC1	1%	15%	7%	3.7%
CCOC(=O)c1cc(S(=O)(=O)N2CCN(c3ccc(OC)cc3)CC2)[nH]n1	-5%	-13%	-4%[10.9 µM]	1.5%
CCn1ccc(C(=O)Nc2ccc(Cl)cn2)n1	-25%	-17%	-52%[inhibitor]	3.3%
O=C(COc1ccc(S(=O)(=O)N2CCOCC2)cc1)Nc1ccc(Cl)c(C(F)(F)F)c1	14%	-14%	-17%	u
COc1cccc(N=C2SC(C(=O)Nc3ccccc3F)CC(=O)N2C)c1 (stereo unspecified)	1%	-4%	-7%	0.3%
CN(CCNC(=O)C1CC(=O)N(C2CCCC2)C1)Cc1ccccc1 (stereo unspecified)	1%	19%	-13%	0.4%
CC(C)C(OC(=O)CN1C(=O)COc2ccccc21)C(=O)NC1CCCC1 (stereo unspecified)	3%	11%	-2%	2.2%
O=C(OCc1ccccc1)C1CCCN1C(=O)c1cccs1 (stereo unspecified)	0%	-2%	-1%	0.2%
CCN(CC)CCOC(=O)c1c(C)oc2ccc(O)cc12	-4%	7%	-15%	-2.3%
CCc1ccc(S(=O)(=O)c2cn(CC(=O)Nc3ccc(C)cc3)c3ccccc3c2=O)cc1	8%	-29%	-14%[10.9 µM]	u
Cc1ccccc1NC(=O)c1c(C)oc2ccc(O)c(CN(C)Cc3ccccc3)c12	0%	-7%	-14%[10.9 µM]	u
Cc1cccc2cc(C(c3nnnn3CC3CCCO3)N3CCc4ccccc4C3)c(=O)[nH]c12 (stereo unspecified)	9%	-4%	-6%	0.4%
O=C(c1ccccc1F)N1CCc2ccccc21	-2%	-12%	-5%	-0.9%
Cc1ccc(NC(=O)COc2ccc(-n3cnnn3)cc2)cc1C	-24%	11%	x	x
Cc1cccc(NC(=O)c2cc3c(=O)n4ccccc4nc3n2C)c1C	3%	-1%	-14%[10.9 µM]	-0.5%
CC1=C(C(=O)OCc2ccccc2)C(c2ccc(C)o2)C2=C(CCCC2=O)N1 (stereo unspecified)	16%	14%	x	x
Cc1cc(NC(=O)c2ccc(NC(=O)C(C)Oc3ccccc3)cc2)no1 (stereo unspecified)	5%	3%	1%	1.4%
O=C(CSc1nc2nc[nH]c2c(=O)[nH]1)NC1CCCCC1	5%	11%	-8%	3.0%
Cc1cc2c(cc3c(SCC(=O)Nc4ccc(Cl)cc4F)nncn32)o1	-21%	-29%	-5%[10.9 µM]	u
Cc1cc(C)c2c(NC(=O)c3ccccc3Cl)c(C(=O)Nc3ccc(C)c(C)c3)sc2n1	2%	-2%	-17%[10.9 µM]	2.1%
O=C(Nc1ccccc1)c1ccc(-c2ccc(Br)cc2)o1	-25%	-21%	x	x
O=C(COC(=O)CCc1nc2ccccc2s1)Nc1ccc(Cl)cn1	-3%	10%	x	x
Cc1cc(C)c(NC(=O)CSc2nc3ccncc3[nH]2)c(C)c1	-7%	-16%	9%[10.9 µM]	1.4%
CCCCSCCCNC(=O)C1CCN(Cc2nc(-c3cccc(Br)c3)oc2C)CC1	3%	u	-9%[10.9 µM]	u
CC(=O)c1cc(-c2ccccc2)n(CCC(=O)Nc2nc3c(C)cccc3s2)c1C	10%	-16%	-13%[10.9 µM]	-1.3%
Cc1ccc(NC(=O)CS(=O)(=O)c2nc(-c3ccc(C)cc3)cn2-c2ccc(C)cc2)cc1	-13%	2%	-8%[10.9 µM]	u
O=C(Nc1ccccc1)[C@@]12C[C@@H]1/C(=N/O)c1ccccc1O2	1%	-8%	-5%	u
NC(Cc1cc(I)c(Oc2cc(I)c(O)c(I)c2)c(I)c1)C(=O)O (stereo unspecified)	8%	20%	-15%	x

Part of the list above in order of SMILES length, low to high.
SMILES	p53ts 32C tox	p53ts 39C kill	Imprint erasure	IkB signaling
O=C(Nc1ccccc1)c1ccc(-c2ccc(Br)cc2)o1	-25%	-21%	x	x
Cc1ccc(NC(=O)COc2ccc(-n3cnnn3)cc2)cc1C	-24%	11%	x	x
O=C(CSc1nc2nc[nH]c2c(=O)[nH]1)NC1CCCCC1	5%	11%	-8%	3.0%
O=C(COC(=O)CCc1nc2ccccc2s1)Nc1ccc(Cl)cn1	-3%	10%	x	x
Cc1cccc(NC(=O)c2cc3c(=O)n4ccccc4nc3n2C)c1C	3%	-1%	-14%[10.9 µM]	-0.5%
Cc1cc2c(cc3c(SCC(=O)Nc4ccc(Cl)cc4F)nncn32)o1	-21%	-29%	-5%[10.9 µM]	u
NC(Cc1cc(I)c(Oc2cc(I)c(O)c(I)c2)c(I)c1)C(=O)O (stereo unspecified)	8%	20%	-15%	x
O=C(Nc1ccccc1)[C@@]12C[C@@H]1/C(=N/O)c1ccccc1O2	1%	-8%	-5%	u
CCCCSCCCNC(=O)C1CCN(Cc2nc(-c3cccc(Br)c3)oc2C)CC1	3%	u	-9%[10.9 µM]	u
CC1=C(C(=O)OCc2ccccc2)C(c2ccc(C)o2)C2=C(CCCC2=O)N1 (stereo unspecified)	16%	14%	x	x
CC(=O)c1cc(-c2ccccc2)n(CCC(=O)Nc2nc3c(C)cccc3s2)c1C	10%	-16%	-13%[10.9 µM]	-1.3%
Cc1cc(C)c2c(NC(=O)c3ccccc3Cl)c(C(=O)Nc3ccc(C)c(C)c3)sc2n1	2%	-2%	-17%[10.9 µM]	2.1%

More records follow.
SMILES	p53ts 32C tox	p53ts 39C kill	Imprint erasure	IkB signaling
CC(=O)Nc1nc2c(c3c1c(=O)oc1ccccc13)CC(C)CC2 (stereo unspecified)	18%	0%	23%	-1.8%
O=C(C1CCC1)N1CCc2cc(S(=O)(=O)Nc3ccc4c(c3)OCCO4)ccc21	-6%	-9%	-16%	4.6%
O=C(CSCc1ccccc1)N1CCN(c2ccc(F)cc2)CC1	-1%	3%	-12%	-1.1%
Cn1c(=O)oc2cc(S(=O)(=O)N3CCC(C(=O)NCC4COc5ccccc5O4)CC3)ccc21 (stereo unspecified)	5%	-4%	5%	-1.6%
Cc1ccc(S(=O)(=O)N2CCC(C(=O)Nc3nnc(C4CCCC4)s3)CC2)cc1	2%	9%	x	1.7%
Cc1ccccc1-c1nnc(CN2CCN(c3cc(Cl)ccc3C)CC2)o1	4%	-9%	4%[10.9 µM]	29%
N#CCCn1c(=O)c(-c2ccc(Cl)cc2)nc2cnc(Oc3ccccc3)nc21	3%	-9%	u	-3.3%[11.4 µM]
CC(=O)Nc1ccc(OCC(O)Cn2nc(C)c(Br)c2C)cc1 (stereo unspecified)	3%	5%	x	x
CCn1nc(-c2ccccc2)c(-c2ccccc2)c(C(=O)OCCOC)c1=O	15%	-15%	-16%[10.9 µM]	0.3%
CCc1ccc(NC(=O)CN2C(=O)CCSc3ccc(S(=O)(=O)N4CCCC4)cc32)cc1	5%	-20%	-11%[10.9 µM]	1.0%
CCOC(=O)c1c(S(=O)(=O)NCC(=O)Nc2cccc(CC)c2)c(C)n(C)c1C	1%	-30%	-10%[10.9 µM]	-0.5%
Cc1ccc2nc(NCCCNC(=O)c3cnccn3)c(C#N)cc2c1	-4%	6%	-5%	0.1%
O=c1[nH]c(C2CCCN(S(=O)(=O)c3ccccc3Cl)C2)nc2c1nnn2Cc1ccc(OC(F)(F)F)cc1 (stereo unspecified)	6%	u	-3%[10.9 µM]	u
CCCCOCCOCCOCCCC	3%[1.84 µM]	-15%	0%	-2.0%
O=C(NC1CCCC1)C(c1cccs1)N(Cc1ccco1)C(=O)c1csnn1 (stereo unspecified)	2%	-8%	-6%	0.1%
CCn1cc(C(=O)OCC(=O)Nc2cccc(C(C)=O)c2)c(=O)c2ccc(C)nc21	5%	16%	10%[10.9 µM]	0.5%
COc1ccc(NC(=O)CN2C(=O)C(c3ccc(C)cc3)=NC23CCCCCC3)cc1Cl	9%	-12%	-3%[10.9 µM]	u
O=C1CCCC2=C1C(c1c(Cl)nc3sccn13)C1=C(CCCC1=O)N2	-2%	12%	0%	0.9%
Cc1cc(C)c(NC(=O)CSc2ccc(-c3sc(-c4ccccc4)nc3C)nn2)c(C)c1	1%	-13%	-14%[10.9 µM]	-1.7%
CCOc1cc2c(cc1OCC)C(CC(=O)O)N(C(=O)Nc1ccc(Br)c(C)c1)CC2 (stereo unspecified)	3%	12%	-8%[10.9 µM]	u
CCN(CC)C(=O)C1CC(=O)OC1(C)C (stereo unspecified)	0%	-3%	0%	0.2%
NNc1nncc2ccccc12	7.9µM*	10µM*	-14%	4.0%[25.6 µM]
COCC(=O)N(CCc1ccc(OC)cc1)Cc1nc2ccccc2c(=O)[nH]1	-8%	1%	-10%	1.8%
COc1ccc(CC(NC(C)=O)C(=O)NC2CCN(c3nnnn3-c3ccccc3)CC2)cc1 (stereo unspecified)	9%	-5%	-13%	2.1%
O=C(Nn1cnnc1)c1cc2c(s1)CCCC2	-11%	-12%	-22%	-0.3%
CC1CN(c2ncnc3c2oc2ccccc23)CC(C)O1 (stereo unspecified)	-8%	-4%	-7%	-3.3%
CC(C)CCOc1ccc(Cn2c(=O)sc3ccccc32)cc1	0%	-3%	-3%[10.9 µM]	-1.8%
O=C(CSc1nnnn1-c1ccccc1)Nc1ccc(N2CCOCC2)c(Cl)c1	2%	-11%	6%	-0.2%
CC(C)(C)c1ccc(NC(=O)C2CCCN(c3cnccn3)C2)cc1 (stereo unspecified)	-3%	5%	-10%[10.9 µM]	u
CCOC(=O)CN1C(=O)C(O)(C2CCc3ccccc3C2=O)c2ccccc21 (stereo unspecified)	0%	5%	-4%	0.0%
CCOC(=O)C1CCC(CN(Cc2ccc(OC)cc2)S(=O)(=O)c2ccc(F)c(C(=O)Nc3cc(Cl)ccc3OC)c2)CC1 (stereo unspecified)	-6%	-25%	-16%[10.9 µM]	u
CSCC[C@H](NC(=O)OC(C)(C)C)c1nnc(SCC(=O)N(C)C)o1	6%	-1%	13%	1.2%

Source: PubChem
